Screening data deposited in PubChem BioAssay by Broad Institute.
KDM4C inh: inhibitors of GASC-1 (KDM4C) histone demethylase, primary screen, biochemical, single concentration HTS; inhibition, % at 12.5 µM; 96,000 compounds, 0.15% hits; Lysine-specific demethylase 4C (Homo sapiens), Q9H3R0; AID 720574, 2013; GST-KDM4C 2-372, H3K9me3 peptide, LANCE TR-FRET;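 active = mean replicate inhibition above about 25%, with at least 55% of replicates also reaching it, limit read from the data, passing the limit was not always enough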
Target sequence (Q9H3R0 2-372 limits assumed): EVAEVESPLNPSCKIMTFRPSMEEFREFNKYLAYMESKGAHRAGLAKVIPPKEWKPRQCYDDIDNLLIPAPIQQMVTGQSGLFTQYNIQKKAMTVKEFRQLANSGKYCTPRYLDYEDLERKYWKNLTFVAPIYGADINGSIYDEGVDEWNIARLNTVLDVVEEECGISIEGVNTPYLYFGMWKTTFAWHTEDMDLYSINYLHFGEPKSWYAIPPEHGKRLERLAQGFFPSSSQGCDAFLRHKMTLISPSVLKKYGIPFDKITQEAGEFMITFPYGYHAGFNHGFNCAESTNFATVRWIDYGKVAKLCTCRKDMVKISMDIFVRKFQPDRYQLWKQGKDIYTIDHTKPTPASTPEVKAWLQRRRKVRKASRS
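Compound: one test concentration per compound; Material: GST-GASC-1 enzyme fragment 2-372; Amount: GASC-1 enzyme at 10 nM final in reaction; Also added: H3K9me3 peptide substrate, Fe(II), 2-oxoglutarate; Technique: LANCE TR-FRET; Times: 30 min demethylation and 1 h detection at room temperature.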
C diff HTS: C. difficile growth inhibitors, primary screen, HTS | growth activity, negative = inhibition, % at 16 µg/mL (by protocol) | 86,000 compounds, 0.25% hits | Clostridium difficile clinical isolate growth, OD600, 24 h; active compounds read low | AID 1259249, 2017;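 active = mean growth activity at or below -80% and every replicate also at or below -80%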;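 note: 0% = DMSO wells and -100% = levofloxacin 16 µg/mL wells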
T cruzi growth: T. cruzi intracellular proliferation inhibitors, primary screen, cell-based, beta-gal Tulahuen parasites, NIH3T3 host, luminescence | T. cruzi beta-gal in NIH3T3, GalScreen luminescence, 90 h | inhibition, % at 8.34 µM | 77,000 compounds, 5.9% hits;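 active = mean inhibition above about 93%, with at least 55% of replicates each passing it, limit read from the data, passing the limit was not always enough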
Pf Dd2 inh: P. falciparum Dd2 growth inhibitors, primary screen, SYBR Green fluorescence, single dose replicates. activity change, % at 10 µM. 94,000 compounds, 2.3% hits. 72 h; active compounds read low; in the data active = activity change below about -80%
Starred values were filed as active, the others as inactive; . = no result given; & = joins results of further samples. Compounds were not picked by outcome; overall some 7.2% were active at least once.

entry | SMILES | KDM4C inh | C diff HTS | T cruzi growth | Pf Dd2 inh
1 | C[C@@H]1CN([C@H](C)CO)C(=O)c2cccc(NC(=O)Nc3ccc(C(F)(F)F)cc3)c2O[C@H]1CN(C)S(=O)(=O)c1cccs1 | . | 10.7 | 65.2 | -17.8
2 | C[C@@H]1CN([C@@H](C)CO)C(=O)c2cccc(NS(=O)(=O)c3ccc(Cl)cc3)c2O[C@@H]1CN(C)Cc1ccc(C(F)(F)F)cc1 | -1.2 | -0.4 | 32.6 | -13.7
3 | C/C=C/c1ccc2c(c1)O[C@H](CN(C)C(=O)c1ccccn1)[C@H](C)CN([C@H](C)CO)S2(=O)=O | -0.3 | 0.2 | 14.9 | 7.9
4 | Cc1ccc(S(=O)(=O)N(C)C[C@@H]2Oc3ncc(C#CC4(O)CCCC4)cc3C(=O)N([C@H](C)CO)C[C@H]2C)cc1 | -0.1 | 1.8 | 9.6 | -51.8
5 | C[C@H](CO)N1C[C@H](C)[C@H](CN(C)S(C)(=O)=O)OCCCC[C@H](C)Oc2ccc(NS(=O)(=O)c3cccs3)cc2C1=O | 3.8 | 0.9 | -29.8 | 37.1
6 | Cc1ccc(S(=O)(=O)N(C)C[C@@H]2OCCCC[C@H](C)Oc3ccc(NS(C)(=O)=O)cc3C(=O)N([C@@H](C)CO)C[C@H]2C)cc1 | 0.5 | 0.7 | -9.6 | -48.7
7 | CO[C@H]1CN(C)C(=O)c2cc(NC(=O)c3cc(C)on3)ccc2OC[C@@H](C)N(C(C)=O)C[C@H]1C | -0.6 | -2.2 | -30.1 | 23.9
8 | C[C@H]1CN([C@@H](C)CO)C(=O)Cc2cc(NC(=O)NC3CCCCC3)ccc2O[C@H]1CN(C)C(=O)Nc1ccc(C(F)(F)F)cc1 | -0.7 | -0.1 | 38.0 | -13.7
9 | C[C@@H]1CN([C@H](C)CO)C(=O)c2cc(NS(C)(=O)=O)ccc2O[C@@H](C)CCCCO[C@H]1CN(C)Cc1ccccc1 | -1.1 | 0.1 | 58.1 | 20.5
10 | CC(C)NC(=O)N[C@@H]1CC[C@H](CCN)O[C@H]1CO | -0.3 | . | 3.9 | 18.2
11 | O=S(=O)(c1ccccc1)N1CCCCN2[C@H](CO)[C@H](c3ccc(-c4ccccc4)cc3)[C@H]2C1 | 0.1 | 24.1 | 72.3 | -58.3
12 | COc1ccc(-c2cnc3c(c2)C(=O)N([C@H](C)CO)C[C@H](C)[C@@H](CN(C)C(=O)Cc2cccnc2)O3)cc1 | -0.8 | 0.2 | . | -10.9
13 | O=C(c1cccc(F)c1)N1CC2(C1)[C@H](c1ccccc1)[C@@H](CO)N2C(=O)C1CCCCC1 | -0.5 | -4.9 | . | 4.1
14 | COCC(=O)N1CC2(C1)[C@@H](c1ccc(-c3ccc(F)cc3)cc1)[C@H](CO)N2C(C)=O | 0.3 | 0.6 | . | 12.5
15 | CCC(=O)N1[C@H](CO)[C@H](c2ccc(-c3ccccc3)cc2)[C@@H]1CNC(=O)COC | 14.8 | -6.9 | 39.9 | -9.5
16 | CCNC(=O)C[C@H]1CC[C@H]2[C@H](COc3ccc(NC(=O)Nc4ccc(Cl)cc4)cc3C(=O)N2C)O1 | -1.1 | -5.8 | 18.7 | 7.1
17 | C[C@@H]1CN([C@@H](C)CO)C(=O)CCCn2cc(nn2)CO[C@H]1CN(C)S(=O)(=O)c1ccc(Oc2ccccc2)cc1 | -0.5 | 8.5 | -14.7&14.7 | -5.5&-6.9
18 | Cc1noc(C)c1NC(=O)NCC[C@@H]1CC[C@H](NC(=O)Nc2cccc(F)c2)[C@@H](CO)O1 | 0.9 | 2.5 | -61.5 | -4.3
19 | CN1c2ccc(-c3cccc(C#N)c3)cc2[C@H]2[C@H](CCN2S(=O)(=O)c2ccccc2)[C@H]1CO | -3.3 | 6.3 | 100.5* | 4.9
20 | C[C@H]1CN([C@@H](C)CO)C(=O)c2cccc(NC(=O)Nc3ccc(F)cc3)c2O[C@H]1CN(C)S(=O)(=O)c1cn(C)cn1 | 0.5 | . | -12.3 | 25.0
21 | N#C[C@@H]1[C@H](c2ccc(C3=CCCC3)cc2)[C@H](CO)N1C(=O)NC1CCCCC1 | -2.1 | -4.9 | . | -36.9
22 | COc1cccc(NC(=O)N(C)C[C@@H]2OCc3ccccc3-c3c(n(C)c4ccccc34)C(=O)N([C@@H](C)CO)C[C@H]2C)c1 | -1.3 | 11.2 | -40.8 | -53.4
23 | C[C@@H]1CN([C@@H](C)CO)S(=O)(=O)c2ccc(C#C[C@@H](C)O)cc2O[C@@H]1CN(C)Cc1ccncc1 | -2.1 | 7.3 | 56.6 | -17.2
24 | CC(C)NC(=O)N(C)C[C@H]1Oc2c(NS(C)(=O)=O)cccc2C(=O)N([C@H](C)CO)C[C@H]1C | 0.5 | -1.0 | -12.4 | 10.6
25 | CN(C)C(=O)c1cccc(-c2ccccc2[C@H]2[C@@H](C#N)N(C(=O)C3CC3)[C@H]2CO)c1 | 0.5 | -6.8 | . | -8.5
26 | O=C(C[C@H]1CC[C@@H]2[C@H](COC[C@H](O)CN2S(=O)(=O)c2ccccc2)O1)N1CCc2ccccc2C1 | 0.0 | . | 28.9 | -8.8
27 | CN1[C@@H]2c3ccc(C4=CCCCC4)c(=O)n3C[C@H]1[C@H](CO)[C@H]2C(=O)NCCc1ccccc1 | 0.1 | 0.5 | 9.7 | 1.4
28 | CO[C@@H]1CN(C)C(=O)c2cc(NC(=O)NC(C)C)ccc2OC[C@H](C)NC[C@@H]1C | -1.6 | -0.3 | -10.1 | 13.8
29 | C[C@@H]1CN([C@H](C)CO)C(=O)c2cc(NC(=O)c3ccncc3)ccc2O[C@@H]1CN(C)Cc1ccc(C(F)(F)F)cc1 | -1.1 | -1.9 | 71.5 | -58.6
30 | C[C@H](CO)N1C[C@H](C)[C@H](CN(C)S(=O)(=O)c2ccccc2)Oc2ncc(Br)cc2C1=O | -1.1 | -2.1&-1.5 | 51.0&59.8 | 19.2&-4.8
31 | COc1ccc(NC(=O)N(C)C[C@@H]2Oc3ccc(NC(=O)Nc4cccc5ccccc45)cc3CC(=O)N([C@H](C)CO)C[C@H]2C)cc1 | 3.7 | 8.7 | 8.5 | 25.5
32 | C[C@H](CO)N1C[C@H](C)[C@@H](CN(C)Cc2ccc(-c3ccccc3)cc2)Oc2c(NC(=O)Nc3cccc4ccccc34)cccc2C1=O | -0.5 | -3.9 | 82.5 | -28.8
33 | CCS(=O)(=O)Nc1ccc2c(c1)C(=O)N(C)C[C@@H](OC)[C@@H](C)CN(CC1CCCC1)[C@H](C)CO2 | -0.2 | 2.3 | -21.5 | -3.2
34 | CC=Cc1ccc2n(c1=O)C[C@H]1[C@H](CO)[C@@H](C(=O)NCC)[C@@H]2N1C(=O)C1CC1 (mixture of isomers) | 1.8 | 2.6 | -21.8 | .
35 | CCS(=O)(=O)N1[C@H](C#N)[C@@H](c2ccc(C#Cc3ccccc3F)cc2)[C@H]1CO | 4.8 | 0.6 | 34.5 | 2.6
36 | CCCNC(=O)N1CC2(CN(C)C2)c2c([nH]c3cc(OC)ccc23)[C@H]1CO | -0.7 | -4.0 | . | 37.5
37 | COc1ccc(S(=O)(=O)N(C)C[C@@H]2Oc3ccc(N(C)C)cc3CC(=O)N([C@H](C)CO)C[C@@H]2C)cc1 | 4.5 | 11.4 | 90.9 | -2.9
38 | COc1cccc(C(=O)Nc2ccc3c(c2)C(=O)N(C)C[C@H](OC)[C@@H](C)CN[C@H](C)CO3)c1 | 0.1 | . | -44.1 | 2.5
39 | O=C(C1CC1)N1CC2(C1)[C@@H](c1ccccc1)[C@@H](CO)N2CCC(F)(F)F | 0.4 | -1.5 | . | 9.8
40 | Cc1ccc(S(=O)(=O)Nc2cccc3c2O[C@H](CN(C)Cc2ccc(Oc4ccccc4)cc2)[C@H](C)CN([C@H](C)CO)C3=O)cc1 | 0.5 | . | 3.7 | -13.7
41 | CN1C(=O)c2cc(NS(=O)(=O)c3cccc(F)c3)ccc2OC[C@H]2O[C@@H](CC(=O)N3CCc4ccccc4C3)CC[C@H]21 | -3.3 | -10.5 | 77.7 | 18.8
42 | CCCN(C)C[C@@H]1OCCCC[C@@H](C)Oc2ccc(NC(=O)NC3CCCCC3)cc2C(=O)N([C@H](C)CO)C[C@@H]1C | -0.2 | 1.0 | 0.1 | -41.6
43 | C[C@H](CO)N1C[C@H](C)[C@@H](CN(C)C(=O)C2CCCCC2)OCCCC[C@H](C)Oc2ccc(NC(=O)Cc3ccccc3)cc2C1=O | -1.2 | 15.2 | 59.5 | -34.2
44 | O=C(c1ccncc1)N1C[C@H]2[C@@H](c3ccccc31)[C@H](CO)N2C(=O)Nc1ccccc1Cl | -0.2 | 0.3 | -11.4 | 3.3
45 | COc1ccc(NC(=O)Nc2ccc3c(c2)C(=O)N([C@@H](C)CO)C[C@@H](C)[C@H](CN(C)C(=O)CCC(F)(F)F)OCCCC[C@H](C)O3)cc1 | 0.5 | 5.0 | 37.4 | 9.8
46 | CCCNC(=O)C[C@@H]1C[C@H]2c3cc(NC(=O)CC4CC4)ccc3O[C@H]2[C@@H](CO)O1 | -0.4 | 1.0 | -16.7 | 16.0
47 | C[C@@H]1CN([C@@H](C)CO)S(=O)(=O)c2ccc(C#Cc3cccnc3)cc2O[C@@H]1CN(C)C(=O)Nc1ccc2c(c1)OCO2 | -1.5 | -26.4 | 92.5 | -71.2
48 | COc1ccc(CNC(=O)C[C@@H]2C=C[C@H](NC(=O)c3ccc4c(c3)OCO4)[C@H](CO)O2)cc1 | . | . | -31.8 | -6.4
49 | O=C(C[C@H]1CC[C@@H](NC(=O)Nc2cc(F)ccc2F)[C@H](CO)O1)NCc1ccncn1 | -1.1 | 14.6 | -3.5 | 10.2
50 | C[C@@H]1CN([C@H](C)CO)C(=O)c2cccc(NC(=O)C3CCCCC3)c2O[C@H]1CN(C)Cc1ccncc1 | 0.5 | 1.8 | 6.9 | -31.6

Part of the list above, set out differently:
30	C[C@H](CO)N1C[C@H](C)[C@H](CN(C)S(=O)(=O)c2ccccc2)Oc2ncc(Br)cc2C1=O
  KDM4C inh = -1.1 | C diff HTS = -2.1&-1.5 | T cruzi growth = 51.0&59.8 | Pf Dd2 inh = 19.2&-4.8

31	COc1ccc(NC(=O)N(C)C[C@@H]2Oc3ccc(NC(=O)Nc4cccc5ccccc45)cc3CC(=O)N([C@H](C)CO)C[C@H]2C)cc1
  KDM4C inh = 3.7 | C diff HTS = 8.7 | T cruzi growth = 8.5 | Pf Dd2 inh = 25.5

32	C[C@H](CO)N1C[C@H](C)[C@@H](CN(C)Cc2ccc(-c3ccccc3)cc2)Oc2c(NC(=O)Nc3cccc4ccccc34)cccc2C1=O
  KDM4C inh = -0.5 | C diff HTS = -3.9 | T cruzi growth = 82.5 | Pf Dd2 inh = -28.8

Later entries.
entry | SMILES | KDM4C inh | C diff HTS | T cruzi growth | Pf Dd2 inh
51 | C[C@H](CO)N1C[C@H](C)[C@@H](CN(C)C(=O)Nc2ccccc2)Oc2ncc(C3=CCCCC3)cc2C1=O | 22.7 | -14.6 | 14.1 | .
52 | Cc1ccc(S(=O)(=O)Nc2ccc3c(c2)C(=O)N([C@H](C)CO)C[C@@H](C)[C@H](CN(C)Cc2ccccc2)OCCCC[C@H](C)O3)cc1 | -0.9 | 4.1 | 85.7 | -43.7
53 | C[C@H](CO)N1C[C@H](C)[C@@H](CN(C)C(=O)Nc2ccc(F)cc2)OCCCC[C@H](C)Oc2ccc(NC(=O)c3ccccc3)cc2C1=O | -1.4 | -6.4 | 68.4 | 16.1
54 | COc1ccc(S(=O)(=O)N(C)C[C@H]2OCCCC[C@H](C)Oc3ccc(NS(=O)(=O)c4c(C)noc4C)cc3C(=O)N([C@H](C)CO)C[C@@H]2C)cc1 | -0.4 | -2.7 | 31.8 | -45.5
55 | C[C@H](CO)N1C[C@H](C)[C@@H](CN(C)Cc2ccccc2)Oc2cc(C#CCN(C)C)ccc2S1(=O)=O | 2.4 | -5.6 | 93.5 | -54.8
56 | C[C@H]1CN([C@@H](C)CO)C(=O)CCCn2cc(nn2)CO[C@H]1CN(C)Cc1ccc(-c2ccccc2)cc1 | -1.5 | -1.2 | -17.2 | -8.1
57 | C[C@H]1CN([C@@H](C)CO)C(=O)Cc2cc(NC(=O)Nc3ccc4c(c3)OCO4)ccc2O[C@H]1CN(C)S(=O)(=O)c1ccc(F)cc1 | -0.9 | -3.1 | 28.7 | 23.0
58 | Cc1ccc(S(=O)(=O)Nc2cccc3c2O[C@H](CN(C)S(=O)(=O)c2ccc(Cl)cc2)[C@@H](C)CN([C@@H](C)CO)C3=O)cc1 | 0.3 | -8.3 | . | -16.8
59 | C[C@@H](NC(=O)[C@H]1[C@H](CO)[C@H]2Cn3c(cccc3=O)[C@H]2N1CCC(F)(F)F)c1ccccc1 | -2.8 | -0.2 | 22.2 | 4.8
